# Screens from PubChem.
# MEP2 TOR yeast = modulators of TOR pathway MEP2-GFP in S. cerevisiae; S. cerevisiae MEP2-GFP strain, flow cytometry GFP, 3 h; 100% = DMSO control level; GFP response vs DMSO, % at 10 µM; 0.51% of 330,000 active;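 active = GFP response versus DMSO above a set limit, roughly screen mean plus 3 SD, cut at about 180% in these data; inconclusive = fewer than 70 cells counted for a yeast strain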;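 note: median GFP fluorescence of the barcode-gated MEP2-GFP cells per well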
# LAP4 TOR yeast = alters LAP4-GFP fluorescence in TOR pathway yeast screen; AID 2023; S. cerevisiae LAP4-GFP multiplex, flow cytometry GFP, 3 h; median GFP as percent of DMSO wells; GFP response vs DMSO, % at 10 µM; 0.34% of 320,000 active;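 active = GFP response vs DMSO above a set limit, about the screen mean plus 3 SD, cut at about 150% in these data; inconclusive = under 70 cell events counted for the yeast strain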
# JMJD2C inh = blocks human GASC-1 demethylase activity; GST-JMJD2C(1-420) H3K9me3 demethylation, DELFIA europium; 0.069% of 330,000 active; inhibition, % at 2.35 µM; AID 2099;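 active = more than half of a compound's replicate wells show inhibition beyond 50%, single wells judged on their own value; inconclusive = some, but no more than half, of replicates pass 50% inhibition; inactive = no replicate passes 50% inhibition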;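 note: signal counts dimethyl H3K9 product captured on neutravidin plate; 0% = median of DMSO wells and 100% = 0.3 times that DMSO median; strong numbers were not always called active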
# Target sequence (Q9H3R0 1-420 limits assumed): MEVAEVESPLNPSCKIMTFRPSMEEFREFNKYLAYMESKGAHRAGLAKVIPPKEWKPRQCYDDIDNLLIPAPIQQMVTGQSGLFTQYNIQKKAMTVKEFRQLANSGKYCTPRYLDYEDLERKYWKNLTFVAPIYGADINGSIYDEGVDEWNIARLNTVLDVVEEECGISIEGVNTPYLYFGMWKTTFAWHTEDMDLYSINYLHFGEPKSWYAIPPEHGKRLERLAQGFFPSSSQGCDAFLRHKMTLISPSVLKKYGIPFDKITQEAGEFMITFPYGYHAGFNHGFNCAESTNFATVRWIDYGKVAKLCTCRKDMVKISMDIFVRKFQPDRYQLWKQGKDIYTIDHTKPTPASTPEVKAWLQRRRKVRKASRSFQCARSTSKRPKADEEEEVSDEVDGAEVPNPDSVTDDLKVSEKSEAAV
# proCasp7 act = counter-screen for procaspase-3 activators: activators of human procaspase-7; activation, % at 8.5 µM; P55210; 0.093% of 330,000 active; recombinant procaspase-7, Ac-DEVD-pNA absorbance 405 nm; D23A/D198A/D206A triple mutant, cannot self-cleave; scale: DMSO 0, 5 µM enzyme 100; AID 463210;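 active = percent activation above the screen-wide mean plus 3 SD, cut at about 25% in these data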
# Target sequence (P55210 whole entry D23A/D198A/D206A): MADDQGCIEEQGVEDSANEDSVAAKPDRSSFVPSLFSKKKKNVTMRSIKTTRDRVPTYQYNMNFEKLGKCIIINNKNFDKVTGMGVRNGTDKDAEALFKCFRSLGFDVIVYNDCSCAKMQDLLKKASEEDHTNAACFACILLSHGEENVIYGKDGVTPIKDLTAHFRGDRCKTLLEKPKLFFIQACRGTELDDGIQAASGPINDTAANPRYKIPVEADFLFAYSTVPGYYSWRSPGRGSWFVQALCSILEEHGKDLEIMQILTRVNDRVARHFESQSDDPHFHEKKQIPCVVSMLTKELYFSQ
#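 buffer or medium = Zinc-free HEPES/NaCl buffer, pH 7.4 | material = Procaspase-7 triple mutant (PC-7 D3A) | input = 2 µM procaspase-7 mutant as dispensed | signal = Epi-absorbance of released pNA at 405 nm, two timepoints | timing = 1 h preincubation, 2 h reaction | replicates = singlicate compound testing | evaluation = % activation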
# AHR act = activates the human aryl hydrocarbon receptor. P35869. AHR-responsive luciferase reporter cells, luminescence. activation, % at 5 µM. 2.5% of 320,000 active; in the data active = activation above about 47%;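 note: 0% = vehicle wells and 100% = reference agonist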
# Yeast superoxide = caloric restriction mimetics inhibiting age-related superoxide in yeast | S. cerevisiae aged cells, superoxide DHE fluorescence; stronger effect = lower value | superoxide response (% of plate mean), % at 10 µM | 0.18% of 330,000 active;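 active = superoxide response under a set limit, about three screen SD below normal, cut at about 65% in these data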;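 note: yeast aged for seven days with compound at 30 °C before DHE staining; 100% = average MFI of all compound-treated wells on the plate with controls excluded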
# proCasp3 act = activators of human procaspase-3; recombinant procaspase-3 D3A, Ac-DEVD-pNA absorbance 405 nm; activation, % at 8.5 µM; 0.11% of 330,000 active;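 active = activation above the mean of all tested compounds plus 3 SD, cut at about 21% in these data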;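 note: 0% = DMSO alone and 100% = DMSO wells spiked with extra 5 µM PC-3 D3A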
# Target sequence (P42574 whole entry D9A/D28A/D175A): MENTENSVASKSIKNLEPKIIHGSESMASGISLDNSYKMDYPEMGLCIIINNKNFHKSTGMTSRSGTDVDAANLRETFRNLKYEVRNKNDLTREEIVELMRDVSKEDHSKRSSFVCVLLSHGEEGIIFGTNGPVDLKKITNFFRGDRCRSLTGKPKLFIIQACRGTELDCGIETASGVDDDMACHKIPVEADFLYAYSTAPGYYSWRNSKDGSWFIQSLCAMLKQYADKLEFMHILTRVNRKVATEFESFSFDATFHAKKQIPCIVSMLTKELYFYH
#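 System: Procaspase-3 D3A mutant. Medium: Zinc-free 300 mM NaCl, 50 mM HEPES, 0.01% Triton X-100. Schedule: 1 h preincubation plus 2 h reaction at 25 °C. Measured by: 405 nm absorbance of p-nitroaniline, reads at 0 and 120 min. Read-out: percent activation relative to control range.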
# RPL19A TOR yeast = modulators of TOR pathway RPL19A-GFP in S. cerevisiae | S. cerevisiae RPL19A-GFP strain, flow cytometry, 3 h; stronger effect = lower value | percent response vs DMSO, % at 10 µM | 0.3% of 330,000 active | AID 2025;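 active = percent response vs DMSO below 50%; inconclusive = fewer than 70 events counted for the yeast strain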;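 note: median channel GFP fluorescence of the barcoded RPL19A-GFP strain; ratio of sample median GFP to plate DMSO average so 100% = DMSO; lower means less RPL19A-GFP as with rapamycin TOR inhibition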
# * hit, by the source's call; i = inactive; ? = inconclusive; / = no result given; & = joins results of further samples; [ ] = dose if it differs, or a comment. The order is random; about 3.8% have a hit in one of these screens.
SMILES,MEP2 TOR yeast,LAP4 TOR yeast,JMJD2C inh,proCasp7 act,AHR act,Yeast superoxide,proCasp3 act,RPL19A TOR yeast
Cc1ccccc1Nc1nc(N)nc(COC(=O)CCS(=O)(=O)c2ccccc2)n1,98,95,3,1,-1,107,1,95
O=C(c1cccc([N+](=O)[O-])c1)c1cc2ccccc2o1,112,109,3,-4,-4,93,11,109
COc1cc(CN(CCc2c(C)[nH]c3ccc(C)cc23)C(=S)NC(C)(C)C)cc(OC)c1OC,97,101,9,1,8,90,10,100
Cn1c(NC(=O)CC(C)(C)C)cc(=O)n(C)c1=O,108,98,2,20,2,92,7,99
CC(=O)Nc1cccc([N+](=O)[O-])c1,94,89,6,-3,4,103,9,103
COc1ccc(NS(=O)(=O)c2cc(N/C(=N\S(=O)(=O)c3ccccc3)c3ccc(F)cc3)ccc2Cl)cc1,116,110,-4,3,0,115,8,107
Cn1cc(SCC(=O)Nc2ccc3c(c2)OCO3)c2ccccc21,108,103,-7,-5,35,108,-3,99
CCC(Cc1ccccc1)NC(=O)C1CCN(S(=O)(=O)c2ccc3c(c2)CC(C)N3C(C)=O)CC1 (stereo not drawn),117,99,130,-1,-1,107,4,104
COc1cccc(CC2(CO)CCCN(Cc3nc(-c4cccs4)oc3C)C2)c1 (stereo not drawn),101,97,-19,3,1,108,-2,96
Cc1cc(C(=O)CSc2ccc(F)cc2)cc(C)c1OC(=S)N(C)C,103,97,-2,1,-2,99,2,98
COc1ccc(C(=O)Nc2cccnc2)cc1S(=O)(=O)N1CCOCC1,95,102,-6,6,12,99,-1,93
CCOCCCNC(=O)C(NC(=O)c1ccc(=O)[nH]c1)c1ccc(C)cc1 (stereo not drawn),92,97,0,11,-3,91,5,97
C=CCn1c(=S)[nH]c2cc(-c3ccccc3)sc2c1=O,104,87,2,1,8,93,3,103
COc1ccc2c(c1)C(c1ccc(N3CCOCC3)cc1)=NNC(c1cccnc1)=N2,93,112,-1,-5,8,94,-3,96
O=C(NCc1ccccn1)C1CCC(=O)N1C1CCCCC1 (stereo not drawn),99,96,7,-4,-1,97,5,105
Cc1ccc(C(=O)COC(=O)c2ccc(O)cc2)cc1,100,105,-5,7,2,98,-7,103
Cc1nc2ccc(S(=O)(=O)NC(C(=O)N3CCCC3)C(C)C)cc2s1 (stereo not drawn),106,112,19,-17,-2,88,-10,102
O=S(=O)(c1ccc(NC(=S)N/N=C/c2c3ccccc3cc3ccccc23)cc1)N1CCOCC1,115,83,26,-12,14,144,-12,103
COc1cc(Cn2c(=O)c3c(OC)c(C)cnc3n(C)c2=O)cc(OC)c1,115,93,-21,5,29,95,0,108
Cc1cc(C)cc(N(CC(=O)N2CCC(C)CC2)S(C)(=O)=O)c1,96,93,-16,-2,3,114,5,91
CCCCN(CCCC)C(=S)N/N=C/c1c(C)[nH]n(-c2ccccc2)c1=O,89,93,-4,4,11,97,6,84
Cc1ccccc1OCC(=O)N(Cc1ccco1)c1c(N)n(Cc2ccccc2)c(=O)[nH]c1=O,100,103,-1,-9,2,85,2,99
COc1ccc(-n2nc3c(c2NC(=O)C(C)Cl)CSC3)cc1 (stereo not drawn),98,101,-3,6,4,102,7,96
Nn1c(SCC(=O)Nc2ccc3c(c2)OCO3)nncc1=O,113,98,-9,-5,19,93,0,92
Cc1ccc(C)c(S(=O)(=O)N/N=C/c2ccc(F)cc2)c1,95,94,3,-7,74*,85,-2,96

# (cont.)
SMILES,MEP2 TOR yeast,LAP4 TOR yeast,JMJD2C inh,proCasp7 act,AHR act,Yeast superoxide,proCasp3 act,RPL19A TOR yeast
CC(C)(C)c1ccc(C2=CC(c3ccccc3)n3ncnc3N2)cc1 (stereo not drawn),92,105,4,2,12,103,12,94
O=C(O)c1c2c(nc3ccccc13)CCCCC2,98,89,2,1,3,85,2,100
c1ccc2[nH]c(SCc3cn4cccnc4n3)nc2c1,93,104,-30,5,14,100,1,102
COc1ccccc1-c1nnc(SCC(=O)N2CCCC2)o1,108,97,6,5,23,108,-3,101
CCn1nc(C)c(CNC(=O)CC2C(=O)NCCN2Cc2ccc(C)o2)c1C (stereo not drawn),100,96,-6,3,-2,109,-5,107
COc1ccc(C(=O)NC(=S)Nc2ccc(N3CCCC3)cc2)cc1OC,103,101,1,-1,8,109,-9,101
Cc1ccc(C(=O)N2CCCC2)cc1S(=O)(=O)N1CCCCC1,102,77,3,0,3,104,-3,109
CSc1oc(-c2ccc(F)cc2)nc1S(=O)(=O)c1ccccc1,99,92,2,9,10,93,4,96
CCCN(CC(=O)Nc1ccccc1OC)C(=O)c1ccc(S(=O)(=O)Nc2ccccc2)cc1,87,100,-21,-3,6,101,-10,88
O=c1c(C=NCC2CCCO2)c(-c2ccccc2)[nH]n1-c1ccc([N+](=O)[O-])cc1 (stereo not drawn),?,?,-4,2,14,95,-2,35*[may fluoresce violet]
CCN(CC)CCOC(=O)c1ccc(NC(=O)/C=C/c2cccs2)cc1,107,99,-4,-2,-2,101,8,105
O=C(NC(=S)Nc1cccc(O)c1)C1CCCCC1,100,90,-1,-12,-2,107,-10,99
COc1ccccc1NS(=O)(=O)c1cccc(NC(=O)Cc2cccs2)c1,98,94,8,7,5,95,7,102
COc1ccccc1-c1nc(C#N)c(N2CCN(c3cccc(Cl)c3)CC2)o1,95,108,i,1,3,157,1,93
COc1ccc(OC)c(Nc2ncnc3ccc(Br)cc23)c1,109,103,-10,-6,25,88,-7,108
CCOc1ccc(N2Cc3ccccc3C2)cc1,93,99,-21,-9,13,125,-8,95
N#Cc1ccc(CSc2nnc(NC(=O)C3CC(=O)N(c4ccc5c(c4)OCCO5)C3)s2)cc1 (stereo not drawn),106,95,-1,-1,-1,114,-8,107
O=C(COC(=O)c1ccc2ccccc2n1)Nc1ncc(C(F)(F)F)cc1Cl,276*[may fluoresce violet],92[may fluoresce violet],2,11,11,86,-3,38*[may fluoresce violet]
CC1(C)Cc2cccc(OCC(=O)N3CCN(c4cccc(Cl)c4)CC3)c2O1,94,105,1,1,-2,87,10,96
COc1cc(C(=O)N/N=C/c2cn(Cc3cccc(F)c3)c3ccccc23)ccc1O,110,77,-3,/,/,93,/,115
Cc1ccc(NC(=O)CCNS(=O)(=O)c2ccc(OC(F)(F)F)cc2)c(O)c1,96,97,-2,12,0,104,-6,104
COc1ccc(NC(=O)CN(C)CC(=O)Nc2cccc(C(C)=O)c2)cc1,96,95,-3,1,7,100,-2,100
NC(=S)NNC(=O)[C@@H]1CCCC[C@@H]1C(=O)O,91,90,-8,-18,-2,79,-3,102
Fc1ccc(/C=N/Nc2nc3ccccc3[nH]2)cc1F,94,98,7,2,49*,88,1,95
O=C(CCC1CCCCC1)Nc1nncs1,103,68,-5,3,18,99,-3,108

# Carrying on.
SMILES,MEP2 TOR yeast,LAP4 TOR yeast,JMJD2C inh,proCasp7 act,AHR act,Yeast superoxide,proCasp3 act,RPL19A TOR yeast
Cc1cc(F)ccc1S(=O)(=O)N1CCCOC1CNC(=O)C(=O)NCCC1=CCCCC1 (stereo not drawn),103,91,12,-2,-1,112,-3,104
COC(=O)C1C(=O)C2=C(CC1C)NC(=O)CC2c1ccc(O)c(OC)c1 (stereo not drawn),97,102,1,4,-1,97,1,100
NNC(=O)Cn1nc(Cc2ccccc2)n(N)c1=O,97,93,-4,-3,3,99,-1,98
Cc1cc(C(F)(F)F)c2c(C)nn(-c3ccccc3)c2n1,108,114,-3,2,4,97,2,102
CC(C)Cn1c(-c2cccc(S(=O)(=O)N3CCOCC3)c2)n[nH]c1=S,107,116,2,-3,-1,96,2,103
CCC(=O)c1c(CC)c2n3c1CC[C@H]3CCC2,90,136,-23,-8,3,95,-4,94
S=C(Nc1ccccc1Cl)N(CCN1CCCCC1)Cc1ccco1,103,102,-7,-2,0,91,-13,104
Nc1cc(Cl)nc(N/N=C/c2ccccc2[N+](=O)[O-])n1,96,100,8,7,52*,95,7,98
O=C1CCCC1C(=O)Nc1ccc2ccccc2c1 (stereo not drawn),98,91,-4,-6,0,98,1,96
CC(C)NC[C@H](O)COc1ccc(CC(N)=O)cc1,97,93,/,-1,0,95,12,93
CC(=O)Nc1ccc(S(=O)(=O)N(C)CC(=O)OCC(=O)N2CCCCC2)cc1,107,99,-4,5,0,101,-3,94
CCOc1ccc(NC(=O)Nc2ccc3c(c2)nnn3C)cc1,103,98,2,1,-3,109,5,97
O=C(Nc1ccccc1C(=O)N1CCN(c2ccccc2)CC1)c1ccco1,107,92,5,10,2,99,-2,91
CN(C)C(=O)c1cc(F)ccc1Sc1cc(Cl)ccc1Cl,98,96,-4,-2,4,99,4,92
CC(=O)Oc1ccc(C#C/C=C2\c3ccccc3C(=O)N2c2ccccc2)cc1,93,93,14,-21,1,117,-15,93
CC(Sc1nc(-c2ccc(F)cc2)cs1)C(=O)Nc1ccc(Cl)cn1 (stereo not drawn),105,98,3,9,21,98,-3,108
N#C/C(=C\c1ccccc1)C(=O)OCC(=O)N1CCCC1,118,113,-4,8,1,84,8,100
Cc1ccc(C)c(NC(=S)NNC(=O)c2cc3c(s2)CCC(C)C3)c1 (stereo not drawn),96,91,-82,-15,16,95,-8,98
CC1=C(C(N)=O)C(c2ccc(Br)cc2)n2ncnc2N1 (stereo not drawn),102,89,-15,-11,-2,121,-4,100
Cc1cc(C)[n+](-c2ccc(C(C)C)cc2)c2[nH]c(=O)[nH]c(=O)c12,98,85,-2,-1,3,74,-7,100
COc1ccc(-n2c(SCC(=O)Nc3nccs3)nc3sc4c(c3c2=O)CCN(C)C4)cc1,98,96,19&5,-9,4,94,-4,92
CCCCN(CCCC)c1nc(-c2ccncc2)nc2ccccc12,100,120,-3,1,8,65*,-10,99
O=C(NCCCSc1ccccc1)c1cccnc1,104,91,1,/,/,104,/,105
O=C(CCN1CCOCC1)NNC(=O)c1ccc(Cl)c([N+](=O)[O-])c1,88,98,1,2,-1,113,8,91
Cc1ccc(C(C(=O)NC(C)(C)C)N(CC2CCCO2)C(=O)Cn2nnc(-c3ccc(C)o3)n2)cc1 (stereo not drawn),104,100,122,1,-1,109,-4,96

# (listing goes on)
SMILES,MEP2 TOR yeast,LAP4 TOR yeast,JMJD2C inh,proCasp7 act,AHR act,Yeast superoxide,proCasp3 act,RPL19A TOR yeast
O=[N+]([O-])c1ccc(CN2CCCCCC2)cc1,106,91,-9,-6,0,102,1,100
O=C(CSc1ncccc1-c1nc2ccccc2[nH]1)N1CCc2ccccc21,103,96,-6,9,22,105,9,97
C=CCN(c1ccccc1Cl)S(=O)(=O)c1cc(C(=O)N2CCCC2)ccc1Cl,105,107,1,7,-1,113,8,94
COC(=O)c1ccsc1NC(=O)c1ccccc1,102,92,4,-10,-1,98,14,102
COC(C(=O)Nc1cccc(F)c1)c1ccccc1 (stereo not drawn),101,107,-4,13,0,99,-6,100
COc1ccc(CCNC(=O)CCCc2ccccc2)cc1OC,110,102,13,-4,3,88,2,106
COc1ccc(NC(=O)C2CCN(S(C)(=O)=O)CC2)c(OC)c1,104,79,1,-2,0,94,1,104
